Screening results (PubChem)
HTT aggregate: qHTS Multiplex Assay to Identify Dual Action Probes in a Cell Model of Huntington: Aggregate Formation (GFP); PC12 HttQ103-GFP aggregates, Acumen cytometry, 40 h; Potency, µM (highest dose often 46.1 µM), without a hit: top-dose activity change, negative = inhibition, usual class: inhibitors; 220,000 compounds, 1.1% hits; AID 1688, 2009; also: potency is read from the fitted curve at half-maximal effect; % is scaled to controls: 0 for no effect and ±100 for the full control effect; nearly all actives have a fitted effect of over 60% in size
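Aggregate formation scored by laser-scanning cytometer (488 excitation, 500–530 emission) in lysed PC12 cells expressing Q103-GFP after 100 nM tebufenozide induction; library tested in dose series, with ATPLite reagent added in the multiplex.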
GAA glycogen mod: qHTS Assay for Inhibitors and Activators of Human alpha-Glucosidase Cleavage of Glycogen; recombinant GAA, glycogen substrate, Amplex Red glucose oxidase fluorescence; AID 2100, 2009; 300,000 compounds, 0.38% hits; Potency, µM (titrated, usually from 76.4 µM), inactives show top-dose activity change, negative = inhibition, actives largely listed as inhibitors;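 also: potency is read from the fitted curve at half-maximal effect; 0% = full enzyme reaction and -100% = no-enzyme basal signal; the screen sought inhibitors and activators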
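Recombinant human enzyme (4 nM); glycogen substrate; 37 C, 40 min, pH 5.0. Readout: coupled glucose oxidase/Amplex Red fluorescence.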
HTT ATP protect: qHTS Multiplex Assay to Identify Dual Action Probes in a Cell Model of Huntington: Cytoprotection (ATP); PC12 HTT-Q103 induced, cytoprotection, ATP luminescence, 40 h; Potency, µM (series often up to 56.4 µM), inactives show cytoprotection (ATP increase), hits mostly activators; 230,000 compounds, 0.14% hits; AID 1471, 2008;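 also: potency is read from the fitted curve at half-maximal effect; % of control where 0% means no effect; nearly all actives have a fitted effect of over 45% in size; toxic huntingtin expression switched on by the ecdysone agonist tebufenozide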
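PC12 cells with ecdysone-inducible HTT exon 1 Q103-GFP, induced with 100 nM tebufenozide and co-treated with library compounds in a dose series (1536-well, 1500 cells/well). Cytoprotection read as ATP content by ATPlite luminescence.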
GAA inh: qHTS Assay for Inhibitors of Human alpha-Glucosidase as a Potential Chaperone Treatment of Pompe Disease | Lysosomal alpha-glucosidase (Homo sapiens), P10253 | purified human GAA, 4-MU-alpha-glucoside fluorescence | Potency, µM (series often up to 76.9 µM), without a hit: top-dose activity change, negative = inhibition, most hits filed as inhibitors | 200,000 compounds, 0.005% hits;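 also: potency is read from the fitted curve at half-maximal effect; plate controls were uninhibited enzyme wells for no effect and no-enzyme background for full effect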
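Fluorogenic assay: 4 nM human alpha-glucosidase with 400 uM 4-methylumbelliferyl-alpha-D-pyranoside in 50 mM citrate/phosphate, 0.005% Tween-20, pH 5.0, 20 min at room temperature. Compounds tested up to 77 uM; AC50 from Hill fits.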
GAA spleen mod: qHTS Assay for Inhibitors and Activators of Human alpha-Glucosidase From Spleen Homogenate | Lysosomal alpha-glucosidase (Homo sapiens), P10253 | human spleen homogenate, 4-MU-alpha-glucoside fluorescence | Potency, µM (top dose mostly 79.9 µM), inactives show at the top dose activity change, negative = inhibition, actives largely listed as inhibitors | 240,000 compounds, 0.006% hits | AID 2112, 2009;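 also: potency is read from the fitted curve at half-maximal effect; 0% = enzyme with vehicle and -100% = no enzyme basal signal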
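Compounds were titrated against alpha-glucosidase in spleen homogenate at pH 5.0, with 1 mM 4-methylumbelliferyl substrate for 40 min at 37 C. Reactions were quenched with pH 10 NaOH/glycine and fluorescence measured.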
LMNA splice mod: qHTS Assay for Modulators of Lamin A Splicing | HeLa LMNA splicing GFP/RFP minigene ratio, 48 h | Potency, µM (titrated, usually from 46.1 µM), for the others: at the top dose ratio change, negative = inhibition, hits mostly inhibitors | 200,000 compounds, 0.01% hits; active = well fitted inhibition curve with a large enough effect in the signal ratio, with a control signal flat, not every such curve was filed as active; inconclusive = small, poorly fitted or top-dose-only effect, or effect the other way, or a change in a side signal; the % refers to the signal ratio; also: potency is read from the fitted curve at half-maximal effect; % is scaled to controls: 0 for no effect and ±100 for the full control effect
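S3 HeLa stable clones carrying a lamin A-EGFP splicing minigene plus DsRed2 were seeded at 600 cells/well in Opti-MEM with 2% FBS, pin-dosed and incubated 48 h at 37°C. Acumen cytometry (488 nm) gave the GFP/RFP total-intensity ratio.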
CBFb-RUNX1 inh: qHTS Assay for Compounds Blocking the Interaction Between CBF-beta and RUNX1 for the Treatment of Acute Myeloid Leukemia; 230,000 tested, under 10 active; AlphaScreen CBFb-His/RUNX1-biotin binding, biochemical; Potency, µM (doses to about 59.8 µM), for the others: at the highest dose activity, negative = inhibition, actives largely listed as inhibitors; also: % of control where 0% means no effect
Target sequence (Q01196 whole entry, looked up): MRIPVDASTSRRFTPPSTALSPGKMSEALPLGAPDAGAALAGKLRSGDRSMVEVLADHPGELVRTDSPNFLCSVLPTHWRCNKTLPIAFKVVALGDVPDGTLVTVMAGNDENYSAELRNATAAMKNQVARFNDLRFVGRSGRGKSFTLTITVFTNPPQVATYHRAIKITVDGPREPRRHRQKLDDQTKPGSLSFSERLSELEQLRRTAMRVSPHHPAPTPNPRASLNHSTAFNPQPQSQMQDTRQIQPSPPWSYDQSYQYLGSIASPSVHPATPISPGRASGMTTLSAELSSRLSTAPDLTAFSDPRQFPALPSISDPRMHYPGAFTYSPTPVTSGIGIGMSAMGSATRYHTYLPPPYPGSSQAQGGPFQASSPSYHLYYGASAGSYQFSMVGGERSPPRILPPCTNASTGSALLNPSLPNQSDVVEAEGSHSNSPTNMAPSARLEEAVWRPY
Target sequence (Q13951 whole entry, looked up): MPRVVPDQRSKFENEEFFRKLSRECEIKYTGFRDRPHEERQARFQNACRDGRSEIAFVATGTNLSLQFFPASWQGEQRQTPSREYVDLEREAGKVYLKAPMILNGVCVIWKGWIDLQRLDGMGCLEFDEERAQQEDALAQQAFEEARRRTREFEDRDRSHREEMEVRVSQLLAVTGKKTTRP
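Interaction loss through any mechanism counts as activity. Pre-formed complex of His-CBF-beta and biotin-RUNX1 (30 nM apiece) is incubated with compound 15 min, then with 50 ng nickel and 50 ng streptavidin beads for 90 min before AlphaScreen detection.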
Active calls of the source: *; ? = inconclusive; nt = not tested or not shown; & = joins results of further samples; [ ] = dose if it differs, or a comment. Unless noted, calls follow the shape of the dose curve; as a rule, active = well fitted curve in the direction sought with a large enough effect; inconclusive = small, poorly fitted or top-dose-only effect, or another doubt; inactive = no such curve, though single readings can be large; an effect the other way counts as inactive or inconclusive.

SMILES | HTT aggregate | GAA glycogen mod | HTT ATP protect | GAA inh | GAA spleen mod | LMNA splice mod | CBFb-RUNX1 inh
O=[n+]1c2c(n([O-])c3ccccc31)CCC2 | 9% | 2% | -9% | -1% | -15% | -1% | 1%
C=CCn1c(COc2ccccc2)nnc1SCC(=O)NCC(=O)OCC | 6% | -7% | -12%[0.074 µM] | -10% | 6% | 3% | 1%
O=C(Cn1ncc2c(=O)oc3ccccc3c21)Nc1nc2ccccc2s1 | 20% | 4% | -6%[1.9 µM] | -2% | -2% | 20% | 4%
Cc1cccc2c(CC(=O)O)noc12 | -14% | -6% | 11%[10 µM] | -1% | 0% | -11% | -14%
CN(CC(=O)Nc1nc2ccccc2s1)S(=O)(=O)c1ccc(Br)cc1 | ? | -10% | -7% | -13% | -8% | ? | 6%
Cc1cccc2cc(COC(=O)c3ccccc3)c(=O)[nH]c12 | -3% | 6% | -19%[0.074 µM] | 1% | 3% | -2% | 6%
COc1ccnc(Oc2ccccc2)c1-c1ncn[nH]1 | -22%[9.22 µM] | -5% | -14%[10 µM] | nt | 1% | nt | 8%
Cc1c(C(=O)NN2CCOCC2)nn(-c2ccc(Cl)cc2Cl)c1-c1ccc(I)cc1 | nt | nt | -7% | nt | 2%&3% | nt | -14%
CCCN(CCC)Cc1cc(=O)oc2cc3c(cc12)CCC3 | -2%[9.22 µM] | 4% | -6%[10 µM] | nt | -3% | nt | 8%
Cn1c(-c2ccccc2)c(O)c(=O)c2ccccc21 | nt | nt | 6%[10 µM] | nt | 1%[17.4 µM] | nt | 4%[13.1 µM]
CC1CCCN(C(=O)CCCn2c(=S)[nH]c3ccccc3c2=O)C1 (stereo not drawn) | 13%[9.22 µM] | -13% | -2% | 0% | 0% | 11% | -1%
O=C(N/N=C/c1ccc(F)cc1)c1ccc(OCc2ccccc2)cc1 | -8%[9.22 µM] | 0% | -17%[10 µM] | nt | 3% | nt | 11%
Cc1cc(NCc2ccncc2)ccc1Br | 15%[9.22 µM] | ? | 14%[10 µM] | -4% | 1% | nt | -24%
CCOC(=O)C1(Cc2ccc(Cl)cc2)CCN(Cc2cn(CC)nc2C)CC1 | -11%[9.22 µM] | -6% | 7%[10 µM] | nt | -2% | nt | 8%
O=C(Cc1ccccc1)N1CCN(C(=O)c2cccs2)CC1 | 13% | 2% | 0%[10 µM] | -4% | -1% | 4% | 3%
CCn1c(C(=O)N2CCCC(C(=O)NCCc3ccc(C)cc3)C2)cc2sccc21 (stereo not drawn) | -26% | -5% | -33% | -6% | -10% | ? | -3%
O=C(CNS(=O)(=O)c1ccc(F)cc1)Nc1ccc(C(F)(F)F)cc1 | -20% | -8% | 2% | -4% | -1% | ? | 5%
Cc1ccc(NC(=O)CS(=O)CC(=O)N(CC(=O)NC2CCCC2)c2ccc3c(c2)OCCO3)cc1 (stereo not drawn) | 19%[9.22 µM] | 7% | 40%[10 µM] | ? | 2% | ? | 3%
c1ccc(CCCNc2ncnc3nc[nH]c23)cc1 | -15% | 7% | -4%[10 µM] | 2% | 2% | ? | 1%
COc1ccc(NC(=O)CCN2C(=O)c3ccccc3S2(=O)=O)c(OC)c1 | -12% | 1% | -40%[inhibitor] | -1% | -2% | nt | 5%
C/C(=C\CNc1ncnc2c1ncn2[C@@H]1O[C@H](CO)[C@@H](O)[C@H]1O)CO | nt | nt | -94%[inhibitor] | nt | -2% | nt | 3%
Cc1ccc(CCN=c2c([N+](=O)[O-])nn(-c3ccccc3)n2O)cc1 | -3%[9.22 µM] | -11% | -48%[inhibitor] | 5% | -24% | ? | -29%
CC1(C)C(c2ccccc2)=NC(c2ccccc2)N1O (stereo not drawn) | -2% | ? | -4% | -2% | -8% | 13% | -2%
CCCc1c(C(=O)NNc2ccccc2OC)cnn1-c1ccccc1 | 3%[9.22 µM] | 3% | -15%[10 µM] | -4%[15.4 µM] | 2% | nt | -5%
CC(C)CN(CC(C)C)C(=O)Nc1ccc(F)cc1F | 7%[9.22 µM] | -13% | 12%[10 µM] | nt | 3% | nt | 11%
COc1ccccc1CNCc1cccs1 | 7% | -2% | 18%[10 µM] | 1% | -12% | 8% | -1%
Clc1cccc(Nc2nc(-c3ccncc3)nc3ccccc23)c1 | 5%[9.22 µM] | 6% | 26%[10 µM] | nt | -3% | nt | 17%
O=C(O)C1Cc2ccccc2CN1C(=O)c1ccccc1Cl (stereo not drawn) | 23% | -6% | 10% | 0% | -7% | 0% | 2%
CCCCCCSc1nc2c(c(=O)[nH]c(=O)n2C)n1C | -6% | 2% | -7% | -3% | 12% | -3% | 6%
COc1ccc(C2C=C(C)Nc3nc4ccccc4n32)cc1 (stereo not drawn) | 26% | 3% | 8%[10 µM] | 0% | -1% | 0%[46 µM] | 5%
CC1CCCN(c2ccc(C(=O)OCn3nnc4ccccc4c3=O)cc2[N+](=O)[O-])C1 (stereo not drawn) | -7% | -1% | -13%[10 µM] | -1% | 1% | -9% | -3%
Brc1cccc(-c2cnc3n2CCCCC3)c1 | ? | 7% | -36% | -3% | -8% | ? | -23%
O=C(Nc1ccc(-c2nnc3n2CCCCC3)cc1)c1cnccn1 | 6% | 10% | 9% | 1% | -6% | 4% | -4%
Cc1nn(CC(=O)Nc2nccs2)c(C)c1[N+](=O)[O-] | 10% | 9% | nt | -4% | 4% | nt | 18%
O=C(O)COc1nsnc1N1CCOCC1 | 15% | -2% | -4%[10 µM] | -6% | 1% | -2% | -2%
Cc1c(N2C(=O)CS/C2=N\N=C\c2ccccc2O)c(=O)n(-c2ccccc2)n1C | ? | 6% | -15% | 0% | 2% | -6% | 3%

A second format for part of the listing above:
Results follow in this order: HTT aggregate	GAA glycogen mod	HTT ATP protect	GAA inh	GAA spleen mod	LMNA splice mod	CBFb-RUNX1 inh
CCOC(=O)C1(Cc2ccc(Cl)cc2)CCN(Cc2cn(CC)nc2C)CC1
    -11%[9.22 µM]	-6%	7%[10 µM]	nt	-2%	nt	8%
O=C(Cc1ccccc1)N1CCN(C(=O)c2cccs2)CC1
    13%	2%	0%[10 µM]	-4%	-1%	4%	3%
CCn1c(C(=O)N2CCCC(C(=O)NCCc3ccc(C)cc3)C2)cc2sccc21 (stereo not drawn)
    -26%	-5%	-33%	-6%	-10%	?	-3%

More entries follow:
SMILES | HTT aggregate | GAA glycogen mod | HTT ATP protect | GAA inh | GAA spleen mod | LMNA splice mod | CBFb-RUNX1 inh
CCOc1ccc(Nc2nc3c(c(=O)[nH]2)CCCC3)cc1 | -14% | -11% | -7%[0.074 µM] | 2% | -2% | -14% | 0%
CCOC(=O)c1cnn(-c2ncnc3c2cnn3C)c1N | -1%[9.22 µM] | 4% | 3%[10 µM] | nt | 13% | nt | 19%
CCCCC(=NCCO)C1=C(O)C(C(=O)OC)C(C)(C)CC1=O (stereo not drawn) | 10% | 1% | 16%[10 µM] | -2% | -4% | 0% | 9%
CCO[C@H]1OC(C(=O)N2CCOCC2)=C[C@@H](c2ccc(Br)cc2)[C@@H]1CCCO | -3%[9.22 µM] | -7% | -5%[10 µM] | nt | 1% | nt | 5%
CC1CC(=O)c2cnc(N3CCOCC3)nc2C1 (stereo not drawn) | 15%[9.22 µM] | 1% | 9% | -2% | -11% | 4% | -2%
Cc1ccccc1-c1nn(-c2ccc(F)cc2F)cc1CNCCCO | 22%[9.22 µM] | -4% | ? | ? | 6% | -8%[46 µM] | 8%
CC/C(=N/NS(=O)(=O)c1ccc(Cl)cc1)c1ccc(O)cc1 | 1% | -1% | 36%[10 µM] | 3% | -3% | 16% | 17%
Cc1ccc(C(=O)OCc2nnc(-c3ccc(Br)cc3)o2)cc1 | ? | -4% | -9% | -5% | 3% | -14%[9.22 µM] | ?
Cc1cccc(NC(=O)C2(c3cccs3)CCOCC2)c1 | 4% | 8% | 7%[10 µM] | 6% | 4% | -3% | ?
COc1ccc(NC(C)=O)cc1NC(=O)CN1CCN(C(=O)c2ccco2)CC1 | 1% | 3% | -1%[10 µM] | -12% | 0% | -9% | 11%
CCCCS(=O)(=O)NC1=NCN(Cc2ccco2)CN1 | -2% | 7% | 24% | -3% | -14% | 4% | -5%
S=C(NCC1CCCO1)N1CCN(c2ccccc2)CC1 (stereo not drawn) | 9% | -5% | 16% | 4% | 6% | nt | 0%
Cc1cc(/C=N/O)c(C)n1-c1ccccc1 | -19% | 14% | 26%[10 µM] | -22% | 0% | -14% | -12%
COc1cc(N2C(=O)c3ccccc3C2=O)c(Cl)cc1C(=O)OCC(=O)N1CCOCC1 | 2% | 12% | -5% | 1% | -2% | -13%[46 µM] | 12%
C[C@@H](C(=O)NCCc1c[nH]c2ccccc12)[C@@H]1C[C@@]1(C)[C@@H](NC(=O)OCc1ccccc1)c1ccccc1 | 9% | -9% | -39%[inhibitor] | 4% | 10%&2% | ? | 2%[2.36 µM]
CCc1sc(N(C(=O)Cc2ccccc2)c2ccc(F)cc2)nc1-c1ccccc1 | -14% | -5% | -7% | 0% | 1% | 9% | -2%
Cc1sc2nc(CN(C(=O)NC3CCCCC3)C3CCCCC3)[nH]c(=O)c2c1C | -5% | 13% | -18%[1.9 µM] | 3% | -1% | -6% | 8%
O=C(O)c1sc2cc(C(F)(F)F)cnc2c1-c1ccccn1 | -8% | -1% | -11%[10 µM] | 2% | 3% | ? | -4%
Cc1ccc2c(c1)-c1c(ssc1=S)C(C)(C)N2C(=O)CN1C(=O)c2ccccc2C1=O | 10% | -6% | 17% | -7% | -9% | 10% | nt
O=[N+]([O-])c1ccc(O)c(C2=NNC(c3ccccc3F)C2)c1 (stereo not drawn) | -9%[9.22 µM] | 2% | 32%[10 µM] | nt | -1% | nt | -16%
Cc1cc(NC(=O)CSCc2nc(-c3cccc(Cl)c3)oc2C)no1 | -17% | -3% | 8% | 1% | 1% | -8% | 7%[2.36 µM]

Rows are unselected. About 1.5% of those tested had a hit in this group.
